Assay outcomes as filed in PubChem.
D2 PAM: positively modulates the human D2 dopamine receptor allosterically; P14416; HEK293 T-REx D2, calcium flux, EC20 dopamine potentiation; potentiation, % at 10 µM; 0.34% of 340,000 active; AID 485347;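 active = potentiation over 3 SD above the plate norm, cut at about 30% in these data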; note: 0% is about no effect
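Tetracycline-induced Hek293 Trex D2 cells, force-coupled to calcium, loaded with no-wash calcium dye. Compound added with 180 s kinetic read for agonism, then EC20 dopamine and a further 180 s read for potentiation.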
D1 agonist: human D1 receptor agonism. P21728. HEK293 T-REx D1 cells, calcium flux, agonist mode. activation, % at 2 µM. 1% of 360,000 active. AID 504660; in the data active = activation above about 30%; note: 0% is about no effect
Target sequence (P21728 whole entry, looked up): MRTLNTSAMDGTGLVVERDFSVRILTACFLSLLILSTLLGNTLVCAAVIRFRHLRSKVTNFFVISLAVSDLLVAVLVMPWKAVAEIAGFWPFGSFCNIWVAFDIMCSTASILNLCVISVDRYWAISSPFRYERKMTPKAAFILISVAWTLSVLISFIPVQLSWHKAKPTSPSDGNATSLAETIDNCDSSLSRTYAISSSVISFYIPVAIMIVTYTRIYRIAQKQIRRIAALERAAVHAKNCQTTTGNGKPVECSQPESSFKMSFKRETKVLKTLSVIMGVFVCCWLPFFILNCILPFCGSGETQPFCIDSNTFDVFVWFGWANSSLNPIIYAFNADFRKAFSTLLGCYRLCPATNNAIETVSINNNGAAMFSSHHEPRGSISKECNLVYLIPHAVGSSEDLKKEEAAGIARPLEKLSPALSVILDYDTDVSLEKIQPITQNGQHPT
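Agonism was scored from calcium flux recorded over 180 s (1 read/s) after pintool compound addition, following a 10-cycle baseline. Cells were inducible force-coupled HEK293 TREx D1, plated overnight at 30 C and loaded with no-wash calcium dye.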
Vif-APOBEC3F blk: inhibitors of Vif-A3F interaction. HeLa A3F-eYFP + Vif (tagged APOBEC3F with the HIV-1 protein that degrades it), YFP fluorescence increase. Potency, µM (titrated, usually from 46.1 µM), without a hit: at the highest dose activity, negative = active. 0.2% of 390,000 active. AID 602313; note: potency is the fitted concentration of half-maximal effect; % of control where 0% means no effect; nearly all actives have a fitted effect of over 65% in size
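HeLa cells stably expressing Vif plus C-terminally eYFP-tagged A3F were seeded, incubated overnight at 37 deg C, dosed with compound, incubated overnight again at 37 deg C. Yellow fluorescence (Ex 488/Em 500-530) reported blocked Vif-mediated A3F-eYFP degradation.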
RXFP1 antag: blocks the human relaxin receptor RXFP1 | activity change, negative = inhibition, % at 57.5 µM | Q9HBX9 | 0.59% of 350,000 active | HEK293-RXFP1, relaxin-stimulated cAMP HTRF, 30 min; stronger effect = lower value | AID 1259400;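 active = activity change of -60% or lower, but not beyond a set lower limit; inconclusive = change between -60% and -40%, or beyond the set limit; inactive = change above -40%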; note: % is set by controls: 0 for no effect and ±100 for the full control effect
Vif-A3G inh: blocks the Vif interaction with human APOBEC3G; Q9HC16; HeLa A3G-eYFP + Vif (tagged APOBEC3G with the HIV-1 protein that degrades it), YFP fluorescence, overnight; Potency, µM (highest dose often 46.1 µM), inactives show top-dose activity, negative = active, hits mostly inhibitors; 0.076% of 410,000 active; AID 602310;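 note: potency is the fitted concentration of half-maximal effect; % is set by controls: 0 for no effect and ±100 for the full control effect; nearly all actives have a fitted effect of over 60% in size; hits raise eYFP signal because A3G escapes Vif-driven loss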
Target sequence (Q9HC16 whole entry, looked up): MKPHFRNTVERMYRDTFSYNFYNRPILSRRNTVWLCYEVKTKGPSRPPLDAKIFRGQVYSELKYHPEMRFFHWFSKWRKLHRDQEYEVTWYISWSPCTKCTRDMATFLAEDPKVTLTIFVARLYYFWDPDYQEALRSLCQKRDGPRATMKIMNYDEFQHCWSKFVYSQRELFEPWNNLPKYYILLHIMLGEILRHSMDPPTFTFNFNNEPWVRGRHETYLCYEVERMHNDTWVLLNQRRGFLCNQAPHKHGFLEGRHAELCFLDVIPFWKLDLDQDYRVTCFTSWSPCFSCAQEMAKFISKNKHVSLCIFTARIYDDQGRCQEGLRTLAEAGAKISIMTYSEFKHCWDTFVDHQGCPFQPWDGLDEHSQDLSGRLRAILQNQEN
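HeLa cells stably expressing Vif and C-terminally eYFP-tagged A3G, seeded overnight at 37 deg C, then exposed to compound by pintool overnight at 37 deg C. Rise in yellow fluorescence (Ex 488/Em 500-530, Acumen) marks blocked Vif-driven A3G degradation.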
D1 antagonist: blocks dopamine activation of the human D1 receptor | P21728 | HEK293 TREx D1 cells, calcium flux, dopamine EC80; stronger effect = lower value | activity change, negative = inhibition, % at 10 µM | 3.2% of 360,000 active; in the data active = activity change below about -30%; note: % is set by controls: 0 for no effect and ±100 for the full control effect
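Allosteric or orthosteric antagonism assessed as attenuation of the calcium response to EC80 dopamine, added 180 s after compound, in induced HEK293 Trex D1 cells loaded with no-wash calcium dye.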
D1 PAM: enhances dopamine response at the human D1 receptor | P21728 | 0.036% of 360,000 active | potentiation, % at 10 µM | AID 504651 | HEK293 TREx D1 cells, calcium flux, dopamine EC20 potentiation; in the data active = potentiation above about 30%; note: 0% is about no effect
RXFP1 agonist: RXFP1 (human) receptor agonism; Q9HBX9; HEK293T-RXFP1 cAMP TR-FRET, 30 min; response scale: percent of porcine relaxin response, buffer zero; Potency, µM (doses to about 57.5 µM), without a hit: at the highest dose activation, most hits filed as activators; 0.3% of 370,000 active; AID 2676; note: potency is the fitted concentration of half-maximal effect; % is set by controls: 0 for no effect and ±100 for the full control effect; nearly all actives have a fitted effect of over 60% in size; many of its hits are not listed in these tables
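HEK293T cells stably expressing RXFP1 were pretreated with the PDE4 inhibitor Ro 20174, exposed to compounds for 30 min at 37C, lysed, and cAMP was read by TR-FRET. Data normalized to buffer (basal) and 29 nM porcine relaxin (100%).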
GRP78 ERSR act: inducers of ER stress response in human glioma cells; Potency, µM, inactives show at the highest dose activation, actives largely listed as activators; AID 602332; U87-MG GRP78 promoter luciferase reporter, 16 h; 0.02% of 420,000 active; note: potency is the fitted concentration of half-maximal effect; series mostly up to about 76 µM; % of control where 0% means no effect; nearly all actives have a fitted effect of over 35% in size
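Stably transfected U87-MG human glioma cells carrying a GRP78-based luminescent sensor were seeded at 1000 cells/well, pin-dosed with compounds and incubated 16 h. Luciferase reagent was then added, and end-point luminescence was read after 10 min at room temperature.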
* marks the source's active call; other numbers are inactive results; ? = inconclusive; / = not tested or not shown. Unless noted, calls come from the whole dose curve; as a rule, active = well fitted curve in the direction sought with a large enough effect; inconclusive = small, poorly fitted or top-dose-only effect, or another doubt; inactive = no such curve, though single readings can be large; an effect the other way counts as inactive or inconclusive.

SMILES	D2 PAM	D1 agonist	Vif-APOBEC3F blk	RXFP1 antag	Vif-A3G inh	D1 antagonist	D1 PAM	RXFP1 agonist	GRP78 ERSR act
Cn1cc(C(=O)NCCc2ccc(Cl)cc2)c(=O)c2cc(S(=O)(=O)N3CCCCC3)ccc21	1	-1	0%	-6	2%	-6	2	0.1%	0%
Cc1cc(OCC(=O)NCCCN2CCOCC2)cc(C)c1Cl	/	/	-11%	7	1%	/	/	/	-3%
COc1ccccc1CN1CCCC(C(=O)N(C)Cc2ccccc2)C1 (stereo not given)	8	12	2%	1	-3%	-8	-2	-0.3%	-3%
O=C(COC(=O)c1ccccc1SCC(=O)N1CCCC1)NCc1ccc(F)cc1	/	/	-7%	4	-1%	/	/	/	-3%
CCCOc1ccc(OCCOCCN2CCc3ccccc3C2)cc1	-26	0	-23%	-13	2%	-5	5	-0.3%	3%
O=C(c1ccc2c(c1)N(Cc1ccc(F)cc1)CCS2)N1CCN(c2ccccc2)CC1	6	-1	1%	-6	6%	-3	-1	16%	0%
Cc1cccc(NC(=O)CN2CCN(CC(=O)Nc3ccc(-c4ccccc4)cc3)CC2)c1C	8	2	1%	-6	1%	7	-3	0.2%	-3%
CC(=O)c1[nH]c(C)c(C(=O)NCc2ccc(Cl)cc2)c1C	6	39*	-1%	12	2%	2	-1	-2.1%	-1%
c1ccc(-c2nnc(-c3ccncc3)nc2-c2ccccc2)cc1	-1	5	-2%	?	-4%	1	10	-0.2%	-4%
CNC(=O)/C(C#N)=C/c1cc(C)n(-c2ccc(N3CCOCC3)cc2)c1C	-4	3	-4%	/	1%	-15	-4	1.7%	-5%
O=C(Nc1cccc(S(=O)(=O)N2CCCCC2)c1)c1cncc(Br)c1	/	/	0%	-2	-2%	/	/	/	-4%
O=C(CCc1nc(-c2ccc(F)cc2)no1)NCc1ccccc1CN1CCOCC1	/	/	5%	7	-1%	/	/	/	-1%
N#Cc1c(N)n(CCOC(=O)c2cccc(Br)c2)c2nc3ccccc3nc12	-8	7	-14%	-6	-15%	12	0	2.8%	-3%
Cc1ccc(C)c(S(=O)(=O)c2nnn3c2nc(Nc2ccc(F)c(Cl)c2)c2sccc23)c1	2	3	5%	-19	0%	-8	-7	4.2%	-4%
CC1CC(C)CN(C(=O)C(C)N(C)CC(=O)Nc2ccc(F)cc2)C1 (stereo not given)	-8	1	5%	-11	1%	5	-5	0.3%	-3%
CC1CCN(C(=O)c2cc3c(=O)n(C)c4ccccc4c3s2)CC1	25	2	2%	-7	2%	-31*	-2	10%	0%
CC1CN(C(=O)Cn2c(=O)oc3ccccc32)CC(C)O1 (stereo not given)	9	6	-8%	7	-1%	-6	-1	-4.4%	2%
Cc1ccc(S(=O)(=O)Nc2ccc(Cl)cn2)cc1	6	2	6%	7	0%	0	-1	-0.7%	-1%
COc1ccc(-c2cc(-c3ccc(OC)cc3)nc(-c3ccc4c(c3)NC(=O)CO4)c2)cc1	-1	2	-18%	3	-14%	-4	-9	-0.2%	3%
COc1ccc(NC(=O)COC(=O)c2ccc(OCc3ccc(Cl)cc3Cl)c(OC)c2)c(OC)c1	6	6	4%	1	1%	15	6	1.0%	1%
Clc1ccc(-n2nnnc2-c2cnc3ccc(Cl)cc3c2-c2ccccc2)cc1	-3	3	-7%	9	-25%	8	6	-4.6%	-4%
COc1ccc(-c2csc(NC(=O)CN3C(=O)C4CC=CCC4C3=O)n2)cc1 (stereo not given)	3	9	0%	-3	-3%	22	-10	2.4%	0%
O=C(N/N=C/c1ccc2c(c1)OCO2)C1COc2ccccc2O1 (stereo not given)	-9	0	-7%	22	?	8	-4	1.1%	3%
S=c1[nH]nc(COc2ccc(Cl)cc2)n1C1CCCCC1	-10	1	-14%	7	-9%	11	8	-0.8%	1%
O=C(COc1cccc2c1CCNC2=O)Nc1ccc(Cl)cc1	-14	11	0%	-4	1%	-10	-6	2.2%	-3%
COCCN(C(=O)CSc1nc2ccccc2c(=O)n1CCOC)c1c(N)n(Cc2ccccc2)c(=O)[nH]c1=O	6	3	1%	4	-2%	-19	2	-0.5%	-2%
O=C(NCc1ccco1)C1Cc2cc(Cl)ccc2O1 (stereo not given)	/	1	1%	-10	-13%	-2	-3	0.8%	1%
COc1ccc(CNC(=O)CCCc2nnc3n(C(C)C)c(=O)c4sccc4n23)cc1	4	2	0%	7	2%	-16	-5	12%	1%
CCc1nc2ccc(C(=O)NCc3ccc(C)o3)cc2nc1CC	-3	1	-2%	7	-7%	-2	3	5.2%	3%
CC[C@@H](C)[C@H](C(CC(=O)N1CCCC1[C@@H](OC)[C@H](C)C(=O)N[C@H](Cc1ccccc1)c1nccs1)OC)N(C)C(=O)[C@H](NC(=O)[C@@H](C(C)C)N(C)C)C(C)C (stereo not given in full)	/	/	-9%	-9	-33%	/	/	/	-1%
COC1C/C(=N\O)C2OC(c3ccccc3)OCC2O1 (stereo not given)	11	1	3%	-30	-2%	-3	-8	-0.6%	0%
COc1ccc(CCN2C(=O)CC(C(C)c3ccccc3)C2=O)cc1OC (stereo not given)	-2	3	-1%	-6	1%	7	-5	0.2%	-6%
O=C(Nc1ccccc1C(=O)Nc1ccc2c(c1)OCO2)c1cccs1	-2	1	-2%	-8	1%	1	-7	4.6%	-2%
O=C(CSCc1ccccc1)Nc1cccc(C(=O)Nc2ccc(C(=O)O)cc2)c1	12	3	1%	/	1%	-17	-1	-0.5%	-5%
Cc1cccc(C)c1NC(=O)CNC(=O)c1c(C)nn(C)c1Cl	-8	5	?	3	7%	-9	-1	5.3%	-4%
CC1=Nc2ccccc2/C1=C/c1c(N)n2c(S(=O)(=O)CC(C)C)nsc2nc1=O	5	2	0%	-2	-18%	-3	-2	1.7%	-1%
CCCCOc1cccc(-c2nnc(N)s2)c1	19	0	-9%	12	-11%	5	-3	2.7%	-7%
CCOC(=O)c1c(C)[nH]c(C(=O)NCc2ccccn2)c1C	-20	2	10%	1	0%	-27	-4	-1.5%	2%
Nn1c(SCC(=O)NCCCc2ccccc2)nnc1-c1cccnc1	-4	3	9%	0	5%	2	2	1.4%	0%
COCCNC(=O)CN(C(=O)Cn1nnc2ccccc21)c1cc(C)cc(C)c1	-38	0	8%	-10	4%	1	-4	1.0%	-3%
Cc1ccc(C(=O)Nc2ccn(Cc3ccc(F)cc3)n2)o1	11	2	-3%	/	1%	-8	-6	-0.3%	1%
COc1ccc(-n2ncc(C(=O)NCc3ccco3)c2C2CCN(C(=O)OC(C)(C)C)CC2)cc1	-1	1	1%	-22	0%	-14	-3	0.2%	0%
Cc1cc(C)n(C(C)CC(=O)Nc2cccc(C(F)(F)F)c2)n1 (stereo not given)	-10	0	-1%	1	1%	-7	-4	-2.3%	-1%
Cc1cc(C)nc(/N=C2\NC(=O)CC(C(=O)O)N2c2cccc(Cl)c2)n1 (stereo not given)	1	7	/	/	/	12	-8	-1.6%	/
Cc1ccc(-c2c(C)sc3ncn(CC(=O)N4CCOCC4)c(=O)c23)cc1C	-1	1	22%	-27	-6%	-6	-3	3.0%	-2%
Cc1ccc(NC(=O)CCC(=O)N/N=C/c2ccc([N+](=O)[O-])o2)cc1C	2	0	2%	-4	-2%	-4	-4	-1.6%	2%
CCCOc1ccccc1OCC(=O)Nc1cc(Cl)ccc1-n1cncn1	-1	6	-8%	-3	-2%	-71*	-11	0.5%	-2%
COc1ccc(C(=O)Nc2cc(NC(=O)c3ccco3)ccc2OC)cc1Cl	-4	-2	11%	6	10%	-1	5	-2.1%	-4%
N#Cc1c(N)nc2c(c1-c1ccc3c(c1)OCO3)CCCCCC2	13	6	3%	-8	-1%	6	0	-0.5%	-3%
Cc1ccc(-c2nc(Cl)nc3ccccc23)cc1	0	2	21%	-19	-1%	-5	0	-0.7%	1%

One compound at a time, from the list above:
O=C(NCc1ccco1)C1Cc2cc(Cl)ccc2O1 (stereo not given) is entered as D2 PAM = /; D1 agonist = 1; Vif-APOBEC3F blk = 1%; RXFP1 antag = -10; Vif-A3G inh = -13%; D1 antagonist = -2; D1 PAM = -3; RXFP1 agonist = 0.8%; GRP78 ERSR act = 1%
Clc1ccc(-n2nnnc2-c2cnc3ccc(Cl)cc3c2-c2ccccc2)cc1 is entered as D2 PAM = -3; D1 agonist = 3; Vif-APOBEC3F blk = -7%; RXFP1 antag = 9; Vif-A3G inh = -25%; D1 antagonist = 8; D1 PAM = 6; RXFP1 agonist = -4.6%; GRP78 ERSR act = -4%

(further entries)
SMILES	D2 PAM	D1 agonist	Vif-APOBEC3F blk	RXFP1 antag	Vif-A3G inh	D1 antagonist	D1 PAM	RXFP1 agonist	GRP78 ERSR act
CSc1nnc(-c2ccc(S(=O)(=O)N3CCOCC3)cc2)n1C	0	1	-2%	-1	-2%	-7	-4	6.8%	-5%
CC(=O)c1cn(CC(=O)NCc2ccc3c(c2)OCO3)c2ccccc12	-16	2	15%	-8	2%	-17	-5	5.3%	-8%
Nc1nonc1-n1nnc(C(=O)N/N=C/c2ccoc2)c1-c1ccccc1	3	35*	-7%	-1	0%	17	-7	-1.2%	-7%
Cc1ccc(N(CC(=O)NCc2ccco2)C(=O)CCC(=O)Nc2ccccn2)c(C)c1	15	-1	5%	1	2%	-2	-1	3.6%	-1%
O=C(CCSc1ccccc1)N1CCN(c2ccccc2F)CC1	12	8	?	5	-7%	0	-2	1.0%	2%
O=C(COC(=O)c1ccc2c(c1)C(=O)N(Cc1ccncc1)C2=O)Nc1ccccc1[N+](=O)[O-]	18	9	2%	-12	1%	-12	-4	4.3%	0%
Cc1cccc(C(=O)N2CC(=O)Nc3ccc(F)cc3C2c2ccc(F)cc2)c1 (stereo not given)	4	8	-15%	-7	-4%	6	1	0.7%	-2%
CCOC(=O)N1CCN(c2nc(-c3ccccc3)c3ccccc3n2)CC1	8	2	-3%	-21	4%	6	-4	2.9%	-5%
CCOC(=O)c1ccc(N(CC(=O)NCC2CCCO2)C(=O)CCC(=O)Nc2cc(C)on2)cc1 (stereo not given)	12	1	-9%	14	-1%	-15	-6	-3.4%	-1%

A portion of the library; count on the stated rates, not on these rows.
